# Compound activity deposited in PubChem BioAssay by National Center for Advancing Translational Sciences (NCATS).
# Tau FP inhib – qHTS for Inhibitors of Tau Fibril Formation, Fluorescence Polarization; Microtubule-associated protein tau (Homo sapiens), P10636; K18 P301L tau heparin fibrillization, Alexa594 FP, 6 h; Potency, µM (titrated, usually from 57.7 µM), for the others: at the top dose activity, negative = inhibition, actives largely listed as inhibitors; 280,000 tested, 0.39% active; AID 1468, 2008; note: % is set by controls: 0 for no effect and ±100 for the full control effect; nearly all actives have a fitted effect of over 55% in size
# Target sequence (P10636 561-689 P618L limits assumed): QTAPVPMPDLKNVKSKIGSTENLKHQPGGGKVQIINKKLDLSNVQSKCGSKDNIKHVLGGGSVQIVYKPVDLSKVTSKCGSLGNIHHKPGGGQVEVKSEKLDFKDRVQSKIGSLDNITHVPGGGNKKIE
#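 Human K18 P301L fragment (15 uM unlabeled plus 0.24 uM Alexa 594-labeled) in 100 mM sodium acetate pH 7 with compound, aggregation induced by 20 uM heparin for 6 hr at 37 C. ThT (30 uM) added for 1 hr, then Alexa 594 FP read.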
# HTT ATP protect – qHTS Multiplex Assay to Identify Dual Action Probes in a Cell Model of Huntington: Cytoprotection (ATP) | PC12 HTT-Q103 induced, cytoprotection, ATP luminescence, 40 h | Potency, µM (top dose mostly 56.4 µM), for inactives: cytoprotection (ATP increase), hits mostly activators | 230,000 tested, 0.14% active;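 note: % of control where 0% means no effect; nearly all actives have a fitted effect of over 45% in size; toxic huntingtin expression switched on by the ecdysone agonist tebufenozide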
#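 PC12 cells with ecdysone-inducible HTT exon 1 Q103-GFP, induced with 100 nM tebufenozide and co-treated with library compounds in a dose series (1536-well, 1500 cells/well). Cytoprotection read as ATP content by ATPlite luminescence.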
# Tau fluor cs – Counterscreen qHTS for Inhibitors of Tau Fibril Formation, Fluorescence Polarization | Potency, µM (series often up to 57.7 µM), inactives show at the highest dose activity change, negative = decrease | AID 1463, 2008 | 280,000 tested, 0.93% active | tau K18 P301L Alexa594 fluorescence, heparin fibrillization; note: % is set by controls: 0 for no effect and ±100 for the full control effect; nearly all actives have a fitted effect of over 55% in size
#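 Human tau K18 P301L (15 uM unlabeled, 0.24 uM Alexa 594-labeled) in 100 mM sodium acetate pH 7 with 20 uM heparin, 6 hr at 37 C. ThT 30 uM added, 1 hr ambient; Alexa 594 FP and total fluorescence read at 555/632 nm.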
# aGlu spleen mod – qHTS Assay for Inhibitors and Activators of Human alpha-Glucosidase From Spleen Homogenate; 240,000 tested, 0.006% active; AID 2112, 2009; Lysosomal alpha-glucosidase (Homo sapiens), P10253; human spleen homogenate, 4-MU-alpha-glucoside fluorescence; Potency, µM (top dose mostly 79.9 µM), for the others: at the highest dose activity change, negative = inhibition, usual class: inhibitors;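 note: 0% = enzyme with vehicle and -100% = no enzyme basal signal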
#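 Human spleen homogenate (1 ug) with 4-methylumbelliferyl-alpha-D-glucopyranoside (1 mM final) in 50 mM citrate/phosphate pH 5.0, 0.01% Tween-20; 40 min at 37 C. Stopped at pH 10; 4-MU fluorescence Ex 365/Em 440 nm; AC50 by Hill fit.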
# GAA glycogen – qHTS Assay for Inhibitors and Activators of Human alpha-Glucosidase Cleavage of Glycogen. recombinant GAA, glycogen substrate, Amplex Red glucose oxidase fluorescence. AID 2100, 2009. Lysosomal alpha-glucosidase (Homo sapiens), P10253. Potency, µM (highest dose often 76.4 µM), inactives show at the highest dose activity change, negative = inhibition, hits mostly inhibitors. 300,000 tested, 0.38% active;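 note: 0% = full enzyme reaction and -100% = no-enzyme basal signal; the screen sought inhibitors and activators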
#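 Recombinant human alpha-glucosidase (4 nM final) hydrolysed bovine liver glycogen (30 ug) for 40 min at 37 C in pH 5.0 citrate/phosphate with 0.01% Tween-20. Released glucose detected by glucose oxidase/Amplex Red, Ex 573/Em 610 nm. Compounds up to 77 uM; AC50 from Hill fits.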
# Tau fibril ThT – qHTS for Inhibitors of Tau Fibril Formation, Thioflavin T Binding. Potency, µM (top dose mostly 57.4 µM), inactives show top-dose activity, negative = inhibition, actives largely listed as inhibitors. Microtubule-associated protein tau (Homo sapiens), P10636. AID 1460, 2008. recombinant tau K18 P301L (four-repeat tau fragment), heparin-induced fibrillization, ThT fluorescence. 270,000 tested, 2.1% active; note: % is set by controls: 0 for no effect and ±100 for the full control effect; nearly all actives have a fitted effect of over 55% in size
#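 Heparin-induced fibrillization of the P301L-mutant K18 repeat-domain fragment of human tau was followed by ThT binding in quantitative high-throughput format.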
# aGal spleen mod – qHTS Assay for Inhibitors and Activators of Human alpha-Galactosidase From Spleen Homogenate. human spleen homogenate, 4MU-alpha-Gal fluorescence, 40 min. 240,000 tested, 0.008% active. Alpha-galactosidase A (Homo sapiens), P06280. Potency, µM (highest dose often 80 µM), inactives show top-dose activity change, negative = inhibition, hits mostly inhibitors;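 note: 0% = enzyme with vehicle and -100% = no enzyme basal signal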
# Target sequence (P06280 32-429 limits assumed): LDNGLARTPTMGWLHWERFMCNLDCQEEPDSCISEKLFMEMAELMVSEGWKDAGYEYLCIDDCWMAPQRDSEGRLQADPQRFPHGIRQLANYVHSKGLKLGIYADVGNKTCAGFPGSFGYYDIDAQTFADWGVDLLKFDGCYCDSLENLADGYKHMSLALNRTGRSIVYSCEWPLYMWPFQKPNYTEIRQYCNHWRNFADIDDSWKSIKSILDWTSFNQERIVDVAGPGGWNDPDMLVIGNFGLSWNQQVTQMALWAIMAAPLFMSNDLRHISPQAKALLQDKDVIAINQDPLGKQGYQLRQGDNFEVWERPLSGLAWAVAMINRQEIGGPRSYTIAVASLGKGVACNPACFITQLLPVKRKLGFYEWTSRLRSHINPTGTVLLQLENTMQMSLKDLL
#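 Inhibition or activation of alpha-galactosidase in human spleen homogenate is scored by 4-MU fluorescence after 40 min at 37C, pH 5.0, with 1 mM substrate. AC50s come from concentration-response fitted to the Hill equation.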
# GAA inhib – qHTS Assay for Inhibitors of Human alpha-Glucosidase as a Potential Chaperone Treatment of Pompe Disease; 200,000 tested, 0.005% active; Lysosomal alpha-glucosidase (Homo sapiens), P10253; Potency, µM (series often up to 76.9 µM), for the others: top-dose activity change, negative = inhibition, most hits filed as inhibitors; purified human GAA, 4-MU-alpha-glucoside fluorescence;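 note: plate controls were uninhibited enzyme wells for no effect and no-enzyme background for full effect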
#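 Fluorescence at Ex 365/Em 440 nm from 4-methylumbelliferone reported enzyme activity after 20 min at room temperature. Reactions used 4 nM enzyme and 400 uM substrate at pH 5.0; curves fitted with the Hill equation.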
# Starred values were filed as active, the others as inactive; ? = inconclusive; . = no result given; & = joins results of further samples; ! = not active in a repeat; [ ] = remark or other dose. Calls come from the whole dose curve; as a rule, active = well fitted curve in the direction sought with a large enough effect; inconclusive = small, poorly fitted or top-dose-only effect, or another doubt; inactive = no such curve, though single readings can be large; an effect the other way counts as inactive or inconclusive. Potency is the fitted concentration of half-maximal effect. Rows were taken by chance; any-hit rate near 3.3%.
SMILES,Tau FP inhib,HTT ATP protect,Tau fluor cs,aGlu spleen mod,GAA glycogen,Tau fibril ThT,aGal spleen mod,GAA inhib
CC(=O)N1CCN(C2c3cccc4cccc(c34)C2NS(=O)(=O)c2ccccc2)CC1 (configuration not stated),3%,5%,5%,-14%,3%,-5%,2%,-14%
COc1ccc(N2CCN(C(=O)c3ccc(C(C)(C)C)cc3)CC2)cc1,13%,-5%,-10%,5%,15%,-17%,2%,-2%
O=C(CSc1nnnn1-c1cccnc1)Nc1ccc(OCc2ccccc2)cc1,-17%,-35%,-26%,6%,0%,-17%,-4%,-13%
CCNc1nc(Oc2ccc(F)cc2)cc(C(F)(F)F)n1,-2%,11%,-12%,-17%,-15%,-1%,-24%,-4%
COC(=O)c1ccc(C(NC(=O)OCc2ccccc2)/C(C)=C/[C@@H](C)C(=O)N[C@@H](CO)Cc2ccccc2)cc1 (some centres not stated),4%,1%,-22%,2%,.,-5%,-7%,.
COc1ccc(NC(=S)NNC(=O)Cn2nc([N+](=O)[O-])cc2C)cc1,7%,-12%,-9%,3%,14µM*,-11%,3%,-6%
Cc1ccc(NC(=O)Cn2c(SCc3cccc(F)c3)nc3ccncc32)c(C)c1,-11%,.,-9%,.,12%[76.3 µM],-9%,.,.
CCOC(=O)C1(Cc2ccccc2)CCN(Cc2cnn(-c3ccccc3)c2)CC1,-6%,-8%[10 µM],-17%,1%,-9%,-13%,5%,.
Cc1ccc(S(=O)(=O)N(C)CC(=O)NC2CC(C)(C)NC(C)(C)C2)cc1,5%,4%[10 µM],2%,4%,4%,-5%,4%,-5%
CCc1ccc(NC(=O)C2CCN(S(=O)(=O)c3c(C)[nH]c(=O)[nH]c3=O)CC2)cc1,2%,11%,1%,-9%,5%,2%,-11%,4%
CCOc1ccc(C(=O)OCc2nnc(-c3cccs3)o2)cc1OC,0%,2%,-8%,-12%,-4%,?,-4%,-8%
COCCOC(=O)C1=C(C)NC2=C(C(=O)CC(C)(C)C2)C1c1cccnc1 (configuration not stated),5%,-9%[10 µM],6%,-3%,-3%,-7%,?,?
O=C(CSc1nnc(-c2ccc(O)cc2)n1-c1ccccc1)CC(=O)Nc1ccccc1,-9%,18%[10 µM],2%,-4%,0%,8%,-6%,-6%
Cc1cc2c(cc1C)CN(c1ccccc1)C2,2%,5%[10 µM],3%,6%,0%,?,10%,.
CCOc1ccc(OCC)c(NC(=O)c2nnn(CC(=O)Nc3cc(Cl)ccc3OC)c2N)c1,-10%,.,?,.,-1%[76.3 µM],6%,.,.
CCOC(=O)c1ccc(-n2c(CN3CCC(O)CC3)nc3ccc([N+](=O)[O-])cc3c2=O)cc1,-4%,-8%,-17%,0%,-1%,?,-4%,-3%
OC1(c2ccccc2F)CCN(Cc2nnnn2CCc2ccccc2)CC1,0%,17%,-8%,0%,6%,-13%,-2%,-1%
COC(=O)C(Cc1c[nH]c2ccccc12)NC(C)=O (configuration not stated),-2%,1%[10 µM],2%,0%,3%,1%,2%,-3%
c1ccc(CCNc2ccccc2)cc1,14%,5%[10 µM],-13%,-10%,5%,-8%,-14%,?
Cc1ccc(Cl)cc1N1CCN(C(=O)CCc2nnc3n(C)c(=O)c4ccccc4n23)CC1,-17%,.,-14%,.,-9%[76.3 µM],?,.,.
CCC(=O)c1ccc(OCc2ccc(C(=O)OC)cc2)cc1,-9%,.,-19%,2%,-2%,?,3%,7%
CCOC(=O)c1sc(NC(=O)c2cccnc2)c(C#N)c1C,5%,-14%,-12%,-4%,-5%,-18%,-1%,-6%
CSc1ccc(NC(=O)/C=C/C(=O)O)cc1,-5%,0%[10 µM],-7%,-2%,-13%,-9%,-3%,6%
CCOC(=O)C1CCN(c2nc3ccccc3nc2Cl)CC1,0%,.,-14%,.,7%[76.3 µM],?,.,.
CCCCN=C1NN=C(c2ccc3c(c2)OCCO3)CS1,7%,-64%[inhibitor],-14%,10%,-5%,?,1%,-2%
O=C(CSc1ccccn1)Nc1nncs1,1%,2%[10 µM],-1%,-6%,-5%,-13%,-1%,4%
Cc1ccc(NC(=O)C2CCCN2C(=O)Oc2ccccc2)cc1C (configuration not stated),-6%,-1%,-6%,-4%,0%,-5%,0%,-4%
Cc1ccc(S(=O)(=O)N(C)CCCC(=O)Nc2ccncc2)cc1,3%,-22%,-8%,3%,-14%,-8%,4%,-1%
Cc1nc2ccccc2nc1OCC(=O)NCc1ccc2c(c1)OCO2,0%,-14%,0%,-1%,4%,-6%,4%,-6%
Cc1ccc(NC(=O)Nc2ccc(F)cc2)cc1Cl,-14%,-6%[10 µM],-26%,7%,23%,7%,-1%,3%

# Retrieved one by one from the entries so far, three records:
SMILES,Tau FP inhib,HTT ATP protect,Tau fluor cs,aGlu spleen mod,GAA glycogen,Tau fibril ThT,aGal spleen mod,GAA inhib
CCOC(=O)C1CCN(c2nc3ccccc3nc2Cl)CC1,0%,.,-14%,.,7%[76.3 µM],?,.,.
CCOC(=O)c1sc(NC(=O)c2cccnc2)c(C#N)c1C,5%,-14%,-12%,-4%,-5%,-18%,-1%,-6%
Cc1nc2ccccc2nc1OCC(=O)NCc1ccc2c(c1)OCO2,0%,-14%,0%,-1%,4%,-6%,4%,-6%

# Continued:
SMILES,Tau FP inhib,HTT ATP protect,Tau fluor cs,aGlu spleen mod,GAA glycogen,Tau fibril ThT,aGal spleen mod,GAA inhib
CC1CCC(C(C)C)C(OC(=O)Cn2c(-c3ccccc3)[n+](C)c3ccccc32)C1 (configuration not stated),-14%&3%,-49%&-56%[inhibitor][10 µM],5%&3%,2%&-5%,-8%&2%,-8%&-8%,6%&3%,-6%&4%
C1CCC2(CC1)C1=C(CCCC1)Nc1nnnn12,-3%,-5%,-9%,-19%,-11%,-12%,-16%,-1%
CC(=O)NC(NC(C)=O)c1ccc(N(C)C)cc1,2%,-7%,6%,-1%,6%,-8%,-14%,-3%
COc1ccc(C(=O)O)cc1S(=O)(=O)Nc1cccc(C)c1,-10%,5%[10 µM],3%,-1%,0%,4%,4%,-3%
CCOc1cc(NS(=O)(=O)c2ccc(NC(C)=O)cc2)c(OCC)cc1NC(=O)c1cccs1,-11%,-2%[10 µM],-22%,-3%,-3%,-3%,4%,-1%
Cc1nc(-c2ccc(NC(=O)CC(C)C)cc2)cs1,12%,-17%[10 µM],12%,-8%,16%,6%,-6%,0%
CCOC(=O)c1cnc(SCC(=O)c2ccc3c(c2)OCCO3)nc1N,1%,-2%,-27%,3%,-2%,?,-2%,-7%
CN1CC(C(=O)O)Cc2c1ccc1ccccc21 (configuration not stated),?,6%[10 µM],?,7%,-25%,?,?,?
COc1cccc(C(=O)Oc2cc(-c3ccccc3)no2)c1,1%,-12%,-10%,-3%,3%,-18%,0%,-2%
CCOC(=O)N1CCN(C(=O)c2ccc3c(=O)n(CCC4=CCCCC4)c(=O)[nH]c3c2)CC1,8%,-2%,-11%,6%,8%,-19%,10%,7%
CCS(=O)(=O)N1CCN(C(=O)c2cccc(OC)c2)CC1,5%,-6%,0%,1%,8%,2%,-4%,1%
Cc1ccc(-n2c(=O)c3c4c(sc3n(Cc3cccc(Cl)c3)c2=O)CCC4)cc1C,-6%,.,0%,.,-6%[76.3 µM],2%,.,.
CCN(CC)S(=O)(=O)c1ccc(Oc2ccccc2OC)cc1,1%,17%[10 µM],-13%,-8%,-2%,-4%,-3%,.
COc1ccc(N2C(=O)CC(N3CCN(Cc4ccc5c(c4)OCO5)CC3)C2=O)cc1 (configuration not stated),6%,-7%,-2%,2%,0%,-4%,0%,-10%
Cn1c(=O)n2n(c1=O)[C@H]1[C@H](O)[C@H]3O[C@@H]3/C(=N/OC[C@@H](O)COCc3ccco3)[C@@H]1CC2,1%[11.6 µM],15%[10 µM],-11%[11.6 µM],-17%[17.4 µM],.,-12%[11.5 µM],-3%[17.5 µM],.
CC1(OC(=O)CCc2ccccc2)C(=O)C=C2C=C(c3ccc(C#N)cc3)N(c3ccccc3)C=C2C1=O (configuration not stated),?,-12%&10%[10 µM],-1%[11.6 µM],-2%[17.4 µM],8%,13µM*!,-17%[17.5 µM],.
CCS(=O)(=O)Nc1cccc(C(=O)O)c1,.,3%[10 µM],.,-13%,1%,.,6%,.
CN(C)c1ccc(NC(=O)Cn2cc(S(=O)(=O)Cc3ccccc3Cl)c3ccccc32)cc1,17%,.,11µM*[quencher],.,12%[76.3 µM],?,.,.
C=CCNc1cc(N2CCCC2)ccc1[N+](=O)[O-],-5%,-33%,-12%,7%,-16%,?,0%,-1%
O=C1CC(c2cccc(Cl)c2)CC(O)=C1C=Nc1cccc(Cl)c1 (configuration not stated),-1%,-28%[10 µM],2%,-2%,-1%,-17%,3%,-2%
Cc1ccc(/C(N)=N/OC(=O)c2ccco2)cc1,-2%,?,-3%,5%,4%,-10%,1%,-1%
CCN(CC)S(=O)(=O)c1ccc(NS(=O)(=O)c2ccc(F)cc2)cc1,-1%,-26%,0%,11%,0%,9%,27%,-8%
N#C/C(=C/c1ccc(OCc2ccccc2)cc1)C(=O)NC1CCCCC1,-1%,?,-4%,-5%,3%,-22%,-6%,12%
